# Screens from PubChem BioAssay.
# pCIP destab – p/CIP-EGFP fusion destabilizers, primary screen, fluorescence, F442A cells; 16 h; AID 1984, 2009; actives 0.01% (n = 290,000); decrease of EGFP signal, % at 10 µM;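 active = EGFP signal decrease of at least 30% at 10 µM or well 3 SD below plate mean, unless failing retest; inactive = the rest, including hits failing retest or dose response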; also: some compounds called inactive have numbers as strong as hits; many of its hits are not listed in these tables
# Target sequence (Q05BA5 1-1403): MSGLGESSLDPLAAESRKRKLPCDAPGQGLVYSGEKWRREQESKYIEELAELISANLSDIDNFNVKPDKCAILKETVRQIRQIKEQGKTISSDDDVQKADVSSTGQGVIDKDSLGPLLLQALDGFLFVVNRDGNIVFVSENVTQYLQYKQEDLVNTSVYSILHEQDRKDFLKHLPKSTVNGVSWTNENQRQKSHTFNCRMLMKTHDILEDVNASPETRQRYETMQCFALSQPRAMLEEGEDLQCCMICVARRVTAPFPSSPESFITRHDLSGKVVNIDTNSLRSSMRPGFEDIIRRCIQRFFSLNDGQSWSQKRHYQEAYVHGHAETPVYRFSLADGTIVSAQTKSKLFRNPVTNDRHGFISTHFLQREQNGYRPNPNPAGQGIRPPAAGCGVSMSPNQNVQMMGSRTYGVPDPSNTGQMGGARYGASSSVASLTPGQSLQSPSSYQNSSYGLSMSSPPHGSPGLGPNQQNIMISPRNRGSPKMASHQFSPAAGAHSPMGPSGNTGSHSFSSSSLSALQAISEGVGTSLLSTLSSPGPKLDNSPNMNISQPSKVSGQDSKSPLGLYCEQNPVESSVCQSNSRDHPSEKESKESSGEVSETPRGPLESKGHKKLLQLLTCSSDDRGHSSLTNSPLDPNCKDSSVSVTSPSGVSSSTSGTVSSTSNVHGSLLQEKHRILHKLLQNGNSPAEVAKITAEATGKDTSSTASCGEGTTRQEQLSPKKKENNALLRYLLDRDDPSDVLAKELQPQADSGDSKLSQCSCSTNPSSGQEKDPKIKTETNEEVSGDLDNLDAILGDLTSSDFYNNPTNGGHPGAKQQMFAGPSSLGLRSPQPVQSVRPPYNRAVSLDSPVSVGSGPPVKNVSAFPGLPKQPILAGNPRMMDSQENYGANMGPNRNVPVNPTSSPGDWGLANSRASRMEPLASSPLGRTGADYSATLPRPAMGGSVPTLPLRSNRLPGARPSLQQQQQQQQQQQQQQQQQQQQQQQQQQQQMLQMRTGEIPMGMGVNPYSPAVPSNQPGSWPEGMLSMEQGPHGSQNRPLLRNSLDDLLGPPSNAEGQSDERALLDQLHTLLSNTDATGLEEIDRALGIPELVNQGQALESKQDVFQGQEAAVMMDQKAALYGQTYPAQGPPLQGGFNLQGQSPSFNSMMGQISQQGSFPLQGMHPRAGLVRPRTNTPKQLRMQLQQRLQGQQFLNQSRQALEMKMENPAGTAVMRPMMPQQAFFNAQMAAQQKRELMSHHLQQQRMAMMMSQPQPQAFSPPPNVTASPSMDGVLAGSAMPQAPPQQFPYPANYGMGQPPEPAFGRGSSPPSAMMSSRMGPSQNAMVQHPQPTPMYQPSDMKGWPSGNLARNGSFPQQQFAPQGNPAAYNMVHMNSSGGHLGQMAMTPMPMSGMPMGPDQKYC
# IDE cell activ – human IDE activators in live cells, primary screen, fluorescence polarization, HEK cells, FAbeta-B substrate | Insulin-degrading enzyme (Homo sapiens), P14735 | FAbeta-B cleavage; 0% vehicle, 100% cell-free pure enzyme wells | activation, % at 5.96 µM | actives 0.073% (n = 340,000) | AID 493087, 2011;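 active = activation above the mean of all tested compounds plus 3 SD, set per screening campaign, cut at about 17% in these data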
# SUMO HTRF inh – inhibitors of in vitro SUMOylation cascade, primary screen, biochemical, HTRF, uHTS; SUMO-conjugating enzyme UBC9 (Homo sapiens), P63279; HTRF SUMOylation assay, SAE1/SAE2 + UBC9; inhibition, % at 35 µM; actives 0.36% (n = 290,000); in the data active = inhibition above about 50%, passing the limit was not always enough; also: strong numbers were not always called active
# VIM-2 inhibitor – VIM-2 metallo-beta-lactamase inhibitors, primary screen, biochemical, epi-absorbance readout, Pseudomonas aeruginosa enzyme | inhibition, % at 5.6 µM | AID 1527, 2009 | purified VIM-2, nitrocefin hydrolysis, epi-absorbance fluorescence | actives 0.89% (n = 290,000);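 active = inhibition above the mean of all tested compounds plus 3 SD, cutoff set per screening run, cut at about 7.5% in these data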;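 also: red hydrolysis product quenches plate fluorescence so inhibitors raise well fluorescence; 0% = enzyme with DMSO and 100% = DMSO without enzyme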
# HCV NS3 hel inh – inhibitors of HCV NS3 helicase, primary screen, biochemical, Cy5 molecular beacon fluorescence; NS3 helicase DNA unwinding; inhibition, % at 10.9 µM; actives 0.56% (n = 290,000);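 active = inhibition above the mean of all tested compounds plus 3 SD, set per campaign, cut at about 35% in these data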;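 also: 0% = DMSO wells and 100% = thioflavine S control wells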
#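 System: NS3 helicase fragment of HCV / Schedule: 1 h at 25 °C / Control set: DMSO alone as 0% and 110 µM thioflavine S as 100% / Reagent: Cy5/quencher beacon DNA duplex and ATP to start / Technique: Cy5 fluorescence / Replication: singlicate / Evaluation: % inhibition of end-to-start signal ratio versus controls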
# IMP-1 inhibitor – IMP-1 metallo-beta-lactamase inhibitors, primary screen, biochemical, epi-absorbance readout, Pseudomonas aeruginosa enzyme; actives 0.45% (n = 290,000); inhibition, % at 5.6 µM; metallo-beta-lactamase IMP-1 (Pseudomonas aeruginosa); purified IMP-1, nitrocefin hydrolysis, epi-absorbance fluorescence;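 active = inhibition above the mean plus 3 SD of all compounds in the same screening run, cut at about 4.5% in these data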;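 also: 0% = IMP-1 with DMSO and 100% = DMSO wells lacking enzyme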
#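 assay system = purified recombinant IMP-1 metallo-beta-lactamase enzyme | schedule = 15 min preincubation plus 25 min reaction at 25 °C | signal = Epi-absorbance fluorescence, 480 nm excitation, 530 nm emission | read-out basis = percent inhibition from optical density relative to buffer-blank wells | controls = IMP-1 with DMSO as 0%, enzyme-free DMSO as 100%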
# PfM18AAP inh – PfM18AAP inhibitors, malaria aminopeptidase, primary screen, biochemical, QFRET, recombinant enzyme; M18 aspartyl aminopeptidase (Plasmodium falciparum 3D7); H-Glu-NHMec fluorogenic cleavage; inhibition, % at 7.35 µM; actives 1.2% (n = 290,000); AID 1822, 2009;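 active = inhibition above the campaign mean inhibition over all tested compounds plus 3 SD, cut at about 28% in these data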;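 also: 0% = plate median of test compound wells and 100% = 2 mM ZnCl2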
# FID counter – compounds displacing fluorescent DNA intercalator, primary screen, artefact control for HCV NS3 helicase inhibitor project, biochemical, FID fluorescence; inhibition, % at 7.9 µM; AID 1845, 2009; DNA fluorescent intercalator displacement; actives 0.17% (n = 290,000); in the data active = inhibition above about 37%;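 also: 0% = vehicle and 100% = reference compound; higher means more ethidium bromide displaced from hairpin DNA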
# IDE cell inh – human IDE inhibitors in live cells, primary screen, fluorescence polarization, HEK cells, FAbetaB substrate; Insulin-degrading enzyme (Homo sapiens), P14735; FAbetaB cleavage; inhibition, % at 5.59 µM; actives 0.41% (n = 320,000); AID 434962, 2010;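 active = percent inhibition above the average of all tested compounds plus 3 SD, set per screening campaign, cut at about 16% in these data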;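 also: IDE supplied by intact live HEK cells; FP after avidin binding of uncleaved biotin substrate so inhibition keeps polarization high; 0% = DMSO wells and 100% = 60 µM reference IDE inhibitor Ii1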
# Active calls of the source: *; / = no result given.
SMILES,pCIP destab,IDE cell activ,SUMO HTRF inh,VIM-2 inhibitor,HCV NS3 hel inh,IMP-1 inhibitor,PfM18AAP inh,FID counter,IDE cell inh
O=c1ccc(Oc2nc(N3CCOCC3)nc(N3CCOCC3)n2)nn1-c1ccccc1,-17,4,22,-4.5,7,-2.8,1,-27,1
O=S(=O)(c1ccccc1)c1nc(-c2ccco2)oc1NCc1cccnc1,5,-2,26,-1.9,-2,-3.0,5,-6,3
COc1ccc(C[C@H]2CN3C(=NC[C@H]3C)N2CCNC(=O)CCC2CCCCC2)cc1,-12,3,12,-2.3,-29,-1.0,3,14,-4
COc1ccc(-c2c(C)[nH]n3c(=O)c(Cc4ccccc4)c(C)nc23)cc1,-6,-2,5,-2.4,-15,-1.2,-8,-15,-2
C=C(C)c1cccc(C(C)(C)NC(=O)N2CCN(C/C=C/c3ccccc3)CC2)c1,-11,4,-21,-1.0,-25,-1.5,7,2,1
COc1ccc2[nH]c(=O)c(CN(Cc3nnnn3Cc3ccc(F)cc3)CC3CCCO3)cc2c1 (stereo unspecified),3,6,10,-1.5,-7,-3.1,-3,-36,3
Cc1ccc(C)c(N(CC(=O)NCc2ccco2)C(=O)CCC(=O)Nc2ccccn2)c1,10,1,16,-2.8,0,-1.8,3,-33,/
O=C(NCc1ccc(F)cc1)C(c1cccnc1)N(C(=O)c1csnn1)c1ccccc1 (stereo unspecified),-14,-4,22,-5.0,18,-3.0,3,-18,0
CC(C)(C)OC(=O)N1CCC(c2c(C(=O)O)cnn2-c2ccc(Cl)cc2)CC1,-2,6,9,3.2,17,1.9,-2,-42,6
CCCSc1nnc(-c2ccccc2N)c(=O)[nH]1,-1,-6,6,1.4,6,-2.2,-7,-2,-1
O=C(O)C1C2C=CC(C2)C1C(=O)NCCc1cccc(Cl)c1 (stereo unspecified),0,-3,11,0.3,-1,-0.4,-4,-10,-2
CCCCCC(=O)Nc1cccc(C2=NOC3(C2)C[C@@H](C(N)=O)N(C(=O)c2cc([N+](=O)[O-])cc([N+](=O)[O-])c2C)C3)c1 (stereo partly specified),-6,3,-16,/,/,/,/,/,3
CCCCOC(=O)CCCN1C(=O)/C(=C2\SC(=S)N(CCCC(=O)OCCCC)C2=O)SC1=S,-3,/,11,-1.9,2,-3.1,0,-4,3
CC(C)n1cc(CN2CCN(C)C(CCO)C2)c2ccccc21 (stereo unspecified),-3,2,17,-2.2,2,-3.0,2,9,4
CCOc1ccc(-c2nnc(-c3ccncc3)o2)cc1,-16,-1,10,0.7,-7,-1.2,-17,-12,0
O=C1CN(C(=O)NCC(=O)N[C@H](C(=O)O)c2ccccc2)c2ccccc2N1,7,3,-3,1.5,-2,-2.4,4,-4,-1
COC(=O)C1CCN(CC(=O)NC(=O)NC2CCCCC2)CC1,-35,-2,16,-3.2,-5,-2.0,-3,-14,1
Cc1cccc(Nc2nnc(SCC(=O)c3ccc(Br)s3)s2)c1C,3,-3,18,-7.2,8,-1.9,3,-13,2
O=C(/C=C/c1ccccc1[N+](=O)[O-])NCCCN1CCCC1=O,-20,1,5,-1.6,1,-2.8,-1,-3,0
O=C(CCCc1ccccc1)NC1CC1,9,1,12,-2.0,4,0.6,-2,-4,1
Cc1ccc(NC(=O)C2CC(=O)NC(Nc3cccc(C)c3)=N2)cc1 (stereo unspecified),-13,-1,7,1.4,3,1.1,9,-3,-1
CCN1CCN(S(=O)(=O)c2ccc(S(=O)(=O)NCC3CCCO3)cc2)CC1 (stereo unspecified),-8,4,9,-1.7,4,-4.2,0,0,-1
Cc1ccccc1NC(=O)c1ccc(C)c(S(=O)(=O)Nc2ccccn2)c1,-4,6,3,-1.2,4,-3.0,0,-5,5
COC(=O)c1ccc(NC(=S)NCCc2cccc(C)c2)cc1,0,6,-6,-2.1,6,-1.9,5,3,8
Cc1ccc(NC(=S)NCCCN2CCOCC2)cc1C,-5,6,-7,-3.5,-7,-4.0,-2,1,5
Cc1cc(N2C(=O)C(O)=C(C(=O)c3ccc(C)o3)C2c2cccc(Oc3ccccc3)c2)no1 (stereo unspecified),0,2,-3,-1.5,63*,-0.7,11,-41,1
CCOc1ccc(C(=O)C2CCN(C(=O)c3ccccc3C(=O)O)CC2)cc1,10,2,-2,-0.5,7,-3.4,-10,6,3
Cc1cc(C)n(C(=O)COc2ccc(Cl)cc2Cl)n1,2,-2,-38,-1.1,7,-1.9,-8,1,5
O=C(/C=C/c1ccc(Cl)cc1)NCCCn1ccnc1,-8,-3,13,-1.2,4,-3.8,3,-4,5
COCCCNC(=O)C1CC(=O)N(CCc2ccc(OC)c(OC)c2)C1 (stereo unspecified),-13,3,3,-0.9,2,0.2,-13,-2,-4
O=C(NCC1CCCO1)C1CCCN(S(=O)(=O)c2cc(Cl)ccc2Cl)C1 (stereo unspecified),0,2,1,-2.5,0,-5.0,1,-21,2
O=C1CC(/C=C/c2ccco2)=Nc2ccccc2N1,-37,7,34,-1.5,33,-3.0,12,-19,2
CCOc1ccc(C2C(C(=O)c3ccc(C)o3)=C(O)C(=O)N2CCN2CCOCC2)cc1OC (stereo unspecified),-14,5,18,0.1,11,-0.7,25,-16,-4
O=C1CCCN2N=C(SCC(=O)Nc3cccc(Cl)c3)SC2=N1,-19,-4,5,-3.4,-5,-5.5,5,-4,8
CCC(=O)NCC(c1cccs1)N1CCOCC1 (stereo unspecified),-16,4,2,-4.3,-5,-1.1,-2,0,-5
COc1ccc(OC)c(S(=O)(=O)N2CCC(C(=O)NCCc3ccc(OC)c(OC)c3)CC2)c1,3,8,3,-4.5,1,-1.4,2,-30,4
Cc1oc(C(C)(C)C)cc1C(=O)Nc1cccc(/C=C/C(=O)O)c1,-9,2,21,-3.5,16,-3.3,-1,-40,1
O=C(NCc1ccncc1)c1cccc(S(=O)(=O)NCc2ccccc2)c1,-24,4,5,-2.2,-6,-5.5,-1,-7,-3
O=C(NCCc1nc2ccccc2[nH]1)c1ccco1,-1,-3,-5,0.3,3,-2.6,-1,1,-1
Cc1c(C(=O)NCCSCc2ccccc2Cl)cccc1[N+](=O)[O-],-6,4,-10,0.5,-5,-0.4,-9,-2,0

# As a short view, eleven of the compounds above.
SMILES,pCIP destab,IDE cell activ,SUMO HTRF inh,VIM-2 inhibitor,HCV NS3 hel inh,IMP-1 inhibitor,PfM18AAP inh,FID counter,IDE cell inh
Cc1ccc(NC(=O)C2CC(=O)NC(Nc3cccc(C)c3)=N2)cc1 (stereo unspecified),-13,-1,7,1.4,3,1.1,9,-3,-1
CCN1CCN(S(=O)(=O)c2ccc(S(=O)(=O)NCC3CCCO3)cc2)CC1 (stereo unspecified),-8,4,9,-1.7,4,-4.2,0,0,-1
Cc1ccccc1NC(=O)c1ccc(C)c(S(=O)(=O)Nc2ccccn2)c1,-4,6,3,-1.2,4,-3.0,0,-5,5
COC(=O)c1ccc(NC(=S)NCCc2cccc(C)c2)cc1,0,6,-6,-2.1,6,-1.9,5,3,8
Cc1ccc(NC(=S)NCCCN2CCOCC2)cc1C,-5,6,-7,-3.5,-7,-4.0,-2,1,5
Cc1cc(N2C(=O)C(O)=C(C(=O)c3ccc(C)o3)C2c2cccc(Oc3ccccc3)c2)no1 (stereo unspecified),0,2,-3,-1.5,63*,-0.7,11,-41,1
CCOc1ccc(C(=O)C2CCN(C(=O)c3ccccc3C(=O)O)CC2)cc1,10,2,-2,-0.5,7,-3.4,-10,6,3
Cc1cc(C)n(C(=O)COc2ccc(Cl)cc2Cl)n1,2,-2,-38,-1.1,7,-1.9,-8,1,5
O=C(/C=C/c1ccc(Cl)cc1)NCCCn1ccnc1,-8,-3,13,-1.2,4,-3.8,3,-4,5
COCCCNC(=O)C1CC(=O)N(CCc2ccc(OC)c(OC)c2)C1 (stereo unspecified),-13,3,3,-0.9,2,0.2,-13,-2,-4
O=C(NCC1CCCO1)C1CCCN(S(=O)(=O)c2cc(Cl)ccc2Cl)C1 (stereo unspecified),0,2,1,-2.5,0,-5.0,1,-21,2

# Further entries follow.
SMILES,pCIP destab,IDE cell activ,SUMO HTRF inh,VIM-2 inhibitor,HCV NS3 hel inh,IMP-1 inhibitor,PfM18AAP inh,FID counter,IDE cell inh
O=C(Nc1ccc(Cl)c(C(F)(F)F)c1)c1ccco1,-10,-6,-15,-2.3,1,-1.5,7,-2,5
COc1ccc(S(=O)(=O)N2CCOC2CNC(=O)C(=O)NCc2ccccc2Cl)cc1 (stereo unspecified),3,-4,-2,-2.4,8,-1.0,5,-41,-1
CCc1ccc(C(C(=O)NCc2ccc(F)cc2)N(C(=O)c2csnn2)C2CC2)cc1 (stereo unspecified),5,0,-10,-3.7,2,-4.0,0,-40,7
O=C(NCc1ccccc1)C(c1ccc(O)cc1)N(C(=O)c1cnccn1)c1ccccc1 (stereo unspecified),-26,0,-4,-3.5,5,-1.6,-1,-16,-4
Cc1ccnc(Nc2nc(-c3ccc(O)cc3O)cs2)c1,0,-3,9,-1.8,-21,-1.4,15,5,-4
COc1cc(CCC(=O)OCC(=O)N2CCc3ccccc32)cc(OC)c1OC,-1,3,8,-0.8,-5,-0.8,-2,-38,2
O=C(Nc1cccc(O)c1)c1ccc(S(=O)(=O)N2CCCCCC2)cc1,4,0,-16,0.5,-8,-0.8,-4,-7,/
COCc1nnc(N)s1,5,1,16,-0.9,8,-1.4,10,-2,-2
COc1ccc(CCNC(=O)CSc2ccc(-c3ccccc3)nn2)cc1OC,-5,6,-17,1.8,-3,-0.7,-10,-22,4
N#Cc1ccccc1CN1C(=O)NC(Cc2c[nH]c3ccccc23)C1=O (stereo unspecified),8,8,7,-3.2,-3,-4.5,-2,-5,2
Cc1ccsc1C(=O)OCC(=O)N1CC(=O)Nc2ccccc21,-6,-2,-7,-2.8,7,-2.1,-3,-6,0
